Bioassay records from PubChem.
UHRF1 MBD2 ctr: UHRF1 methyl-DNA binding inhibition | Q96T88 | UHRF1 binding to methylated oligo, TR-FRET | inhibition, % at 4.4 µM | 0.75% of 370,000 active; in the data active = inhibition above about 21%;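 also: UHRF1 SRA domain binding a hemimethylated CpG hairpin DNA probe; 0% = median of test compound wells and 100% = reference inhibitor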
Tn7 DDE FP: inhibitors of Tn7 peptide binding to human fibrin DD(E); P02675; FP displacement of FITC-Tn7 peptide from fibrin DD(E); 0% = median of compound wells per plate; inhibition, % at 8.3 µM; 0.13% of 370,000 active; AID 720508;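 active = inhibition above the mean of compounds falling within the control limits plus 3 SD of them, cut at about 14% in these data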;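 also: 0% = plate median of compound wells and 100% = 10 µM Aha-Tn7 peptide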
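Assay system: human fibrin DD(E). Input: DD(E) 2 µM final. Medium: Tris buffer with calcium and detergent, pH 7.8. Compound dosing: single point at 8.3 µM. Timing: 10 min plus 3 h, room temperature. Technique: fluorescence polarization of the labelled Tn7 tracer. Read-out: percent inhibition. Replicates: singlicate testing.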
KLK7 zymogen act: activators of human kallikrein-7 zymogen. P49862. purified proKLK7, EDANS-DABCYL substrate fluorescence; 100% is mature enzyme control, 0% vehicle. activation, % at 7 µM. 0.9% of 370,000 active. AID 652039;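 active = activation above the mean of all tested compounds plus 3 SD, computed per campaign excluding outliers beyond control limits, cut at about 13% in these data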
MBD2 inh: MBD2-methylated oligo binding inhibition. Q9UBB5. TR-FRET, MBD2 binding to methylated oligonucleotide. inhibition, % at 4.4 µM. 0.31% of 370,000 active; in the data active = inhibition above about 13%
PLCb3 inh: blocks human PLC-beta3 enzyme activity; AID 720704; inhibition, % at 12.2 µM; Purified PLC-beta3, fluorogenic substrate, fluorescence; 0.18% of 370,000 active; Q01970; in the data active = inhibition above about 11%;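 also: 0% = median of compound wells on plate and 100% = full blocker control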
Target sequence (Q01970 whole entry, looked up): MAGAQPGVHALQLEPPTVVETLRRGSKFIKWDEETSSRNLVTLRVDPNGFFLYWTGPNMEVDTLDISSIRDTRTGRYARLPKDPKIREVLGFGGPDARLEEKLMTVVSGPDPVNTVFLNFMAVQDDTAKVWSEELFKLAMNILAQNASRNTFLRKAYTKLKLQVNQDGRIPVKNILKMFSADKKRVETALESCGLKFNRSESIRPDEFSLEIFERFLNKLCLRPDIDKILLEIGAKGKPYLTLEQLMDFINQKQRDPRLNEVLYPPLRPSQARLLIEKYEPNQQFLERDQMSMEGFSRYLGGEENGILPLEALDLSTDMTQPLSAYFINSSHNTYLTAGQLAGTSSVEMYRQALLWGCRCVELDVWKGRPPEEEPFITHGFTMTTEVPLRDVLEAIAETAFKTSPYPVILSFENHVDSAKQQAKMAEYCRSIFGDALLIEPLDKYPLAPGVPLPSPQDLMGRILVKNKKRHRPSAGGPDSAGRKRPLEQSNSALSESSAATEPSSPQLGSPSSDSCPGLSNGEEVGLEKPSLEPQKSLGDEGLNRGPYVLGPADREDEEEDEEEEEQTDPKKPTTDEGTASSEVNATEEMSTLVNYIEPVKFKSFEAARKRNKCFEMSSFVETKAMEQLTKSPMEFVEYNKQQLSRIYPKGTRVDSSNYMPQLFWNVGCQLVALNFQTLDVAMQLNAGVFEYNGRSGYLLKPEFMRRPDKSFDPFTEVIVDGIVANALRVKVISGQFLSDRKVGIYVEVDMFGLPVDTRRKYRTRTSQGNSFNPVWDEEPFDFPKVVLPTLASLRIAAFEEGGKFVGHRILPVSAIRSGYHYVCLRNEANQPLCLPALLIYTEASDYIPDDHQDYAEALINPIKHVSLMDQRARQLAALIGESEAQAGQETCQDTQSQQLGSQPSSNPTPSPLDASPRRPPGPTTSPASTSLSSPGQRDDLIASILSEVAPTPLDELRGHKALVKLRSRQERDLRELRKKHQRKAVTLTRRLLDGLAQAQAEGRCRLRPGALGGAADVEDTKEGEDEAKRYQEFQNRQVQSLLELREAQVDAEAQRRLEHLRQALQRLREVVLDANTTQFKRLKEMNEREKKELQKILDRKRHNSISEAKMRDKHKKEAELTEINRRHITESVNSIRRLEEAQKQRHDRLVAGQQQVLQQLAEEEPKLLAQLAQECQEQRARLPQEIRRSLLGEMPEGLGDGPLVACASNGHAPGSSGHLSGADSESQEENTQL
ADAM17 inh: ADAM17 inhibition, QFRET primary screen; 0.83% of 370,000 active; AID 720648; recombinant ADAM17, EDANS/DABCYL FRET peptide cleavage; P78536; inhibition, % at 6.95 µM;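 active = inhibition above the mean of compounds lying between control limits plus 3 SD, set per campaign, cut at about 8.5% in these data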;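 also: 0% = DMSO-only wells as the low control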
ARFGAP1 inh: inhibitors of rat ARFGAP1; AID 651572; Q62848; 0.26% of 360,000 active; Arfgap1-stimulated ARF1 GTP hydrolysis, GDP FP detection; inhibition, % at 16.5 µM;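 active = inhibition above a per-plate limit, mean inhibition of low control wells plus 3 SD, cut at about 25% in these data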;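 also: 0% = DMSO wells with enzyme and 100% = wells lacking Arfgap1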
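material = rat Arfgap1 catalytic domain, aa 1-136 | also added = human ARF1(Δ1-17)-GTP substrate | compound dosing = one concentration, 16.5 µM, DMSO 1.26% | times = GTP hydrolysis reaction 2 h at 25 °C | measured by = FP, GDP Alexa 633 tracer displaced from anti-GDP antibody, 620/688 nm | evaluation = percent inhibition of Arfgap1-stimulated GTP hydrolysis | replication = single well per compound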
PLCg1 inh: inhibitors of human phospholipase C gamma1; P19174; inhibition, % at 12.2 µM; 0.84% of 370,000 active; purified PLC-gamma1, fluorogenic substrate, fluorescence; in the data active = inhibition above about 9.5%
DDE Tn6 FP inh: disrupts Tn6 cyclic peptide binding to fibrin D-Dimer-E complex; inhibition, % at 8.3 µM; 0.21% of 370,000 active; Fibrin DD(E) TRITC-Tn6 fluorescence polarization displacement; P02675;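 active = inhibition above a per-campaign cutoff: mean of compounds within control limits plus 3 SD, cut at about 15% in these data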;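 also: 0% = median of all compound wells on the plate and 100% = blocking peptide control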
ASAP1 GAP inh: ASAP1 ArfGAP inhibition; AID 624377; 0.19% of 360,000 active; inhibition, % at 16.5 µM; Q9ULH1; ASAP1-stimulated ARF1 GTP hydrolysis, GDP FP detection; in the data active = inhibition above about 25%;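 also: 0% = vehicle with enzyme and substrate and 100% = no enzyme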
Starred values were filed as active, the others as inactive; nt = no result given.

no.	UHRF1 MBD2 ctr	Tn7 DDE FP	KLK7 zymogen act	MBD2 inh	PLCb3 inh	ADAM17 inh	ARFGAP1 inh	PLCg1 inh	DDE Tn6 FP inh	ASAP1 GAP inh	SMILES
1	0	-6	-0.3	-3	-4	-4	-7	1	3	-9	OC(CNCC1(N2CCCCC2)CCCCC1)COc1ccc(Cl)cc1Cl (stereo not given)
2	0	4	-0.6	1	0	-2	8	2	4	2	CS(=O)(=O)N(CC(=O)N1CCN(c2ccc(F)cc2)CC1)C1CCCCC1
3	-3	0	0.2	0	-5	-2	9	2	2	-5	CC(C)(C)c1ccc(C(=O)Nc2cccnc2)cc1
4	4	11	0.2	0	-9	-4	3	-2	11	2	N#C/C(C(=O)NCc1ccccc1)=C1\SC(CCO)C(=O)N1c1ccccc1 (stereo not given)
5	-1	10	0.4	2	2	-6	1	0	1	-5	CC(c1ccccc1)N1CC(C(=O)N2CCN(c3ccc(F)cc3)CC2)CC1=O (stereo not given)
6	-1	10	-0.4	-2	0	-2	-3	4	10	-4	FC(F)(F)c1cc(C(F)(F)F)c2ccc(N3CCN(c4ccccc4)CC3)nc2n1
7	3	-7	-0.2	-6	6	3	4	3	-4	20	CC(=O)Nc1cccc(N2C(=O)CCC2=O)c1
8	-3	4	0.5	-2	-290	-7	-2	-213	5	-3	CCN1CCN(c2cc(C(C)C)nc3c(-c4ccccc4)c(C)nn23)CC1
9	6	3	-0.8	8	-13	-6	9	4	-12	1	S=C(Nc1ccc(Oc2ccccc2)cc1)Nc1cccnc1
10	1	0	2.4	1	-68	-159	15	-60	-15	10	O=C(NNc1c2ccccc2nc2ccccc12)c1ccc(O)cc1O
11	0	-2	0.7	5	-5	-4	3	0	-1	15	CCCOc1cccc(C(=O)Nc2cccc3ncccc23)c1
12	-1	-1	0.0	-2	0	-3	-1	1	0	2	O=C(COc1ccc(CNC[C@H]2O[C@@H](n3ccc(=O)[nH]c3=O)[C@H](O)[C@@H]2O)cc1)Nc1ccccn1
13	-2	5	0.1	1	-1	-2	-9	-2	4	-4	O=C1CC(=O)Nc2cc(S(=O)(=O)Nc3ccc(F)cc3Cl)ccc2N1
14	-3	-7	0.3	-1	2	1	nt	1	1	nt	COC(=O)[C@]12C[C@H](CC(=O)NCc3cccs3)C(=O)N(Cc3ccco3)C1=C[C@H](C1CCCC1)O[C@@H]2C
15	1	2	-0.1	0	-9	-5	0	-3	4	9	CC(=O)c1ccc(N2CCN(S(=O)(=O)c3ccc4ccccc4c3)CC2)cc1
16	-2	6	0.3	3	-91	-8	-1	-63	-4	-13	COc1ccc(-c2cc(C(F)(F)F)n3nc(C)cc3n2)cc1
17	1	9	0.1	-4	1	-4	-12	3	-2	7	CCC(C)n1cnc2c(=O)oc3ccccc3c21 (stereo not given)
18	1	-6	0.3	-1	6	5	10	3	1	10	COc1ccc(C(=O)NNC(=O)Cn2nnc(-c3ccc(OC)c(OC)c3)n2)cc1
19	1	8	-0.2	1	-1	-4	-7	-2	-5	6	CC(C)C(C)N(Cc1cccc(C(=O)O)c1)C(=O)c1ccc2ccccc2n1 (stereo not given)
20	5	5	0.2	7	-6	-7	10	6	-3	-4	Cc1ccc(S(=O)(=O)CCc2nc3ccccc3[nH]2)cc1
21	1	3	0.2	4	-2	-5	-15	0	-6	13	CCOc1ccc(NC(=O)CSc2nnc(C3CC3)n2C)cc1S(=O)(=O)N1CCCCC1
22	3	-1	-0.4	3	2	-2	-2	0	5	2	CCOc1ccc(NC(=O)C2C3C=CC4(CN(C(C(=O)OC)C(C)C)C(=O)C24)O3)cc1 (stereo not given)
23	2	4	-0.1	-3	-5	-2	-2	-2	4	3	O=C(CCc1ccccc1)Nc1ccc2ccccc2n1
24	9	-9	0.3	4	1	-2	-1	-3	8	-9	COCCNC(=O)c1c(CS(=O)(=O)c2ccccc2)noc1C(=O)NCc1ccccc1
25	-1	2	0.1	3	1	-2	-12	2	2	13	Cc1ccc(NC(=O)CSc2nnc([C@@H]3CCCN3C(=O)OC(C)(C)C)o2)c(C)c1

Quoted from the listing:
DDE Tn6 FP inh with FC(F)(F)c1cc(C(F)(F)F)c2ccc(N3CCN(c4ccccc4)CC3)nc2n1 : 10
UHRF1 MBD2 ctr with CC(C)C(C)N(Cc1cccc(C(=O)O)c1)C(=O)c1ccc2ccccc2n1 (stereo not given) : 1
Tn7 DDE FP with CCCOc1cccc(C(=O)Nc2cccc3ncccc23)c1 : -2
ARFGAP1 inh with O=C(NNc1c2ccccc2nc2ccccc12)c1ccc(O)cc1O : 15

Laid out differently: 4 of the compounds above.
Order of results: UHRF1 MBD2 ctr, Tn7 DDE FP, KLK7 zymogen act, MBD2 inh, PLCb3 inh, ADAM17 inh, ARFGAP1 inh, PLCg1 inh, DDE Tn6 FP inh, ASAP1 GAP inh
#8 CCN1CCN(c2cc(C(C)C)nc3c(-c4ccccc4)c(C)nn23)CC1
 : -3, 4, 0.5, -2, -290, -7, -2, -213, 5, -3
#23 O=C(CCc1ccccc1)Nc1ccc2ccccc2n1
 : 2, 4, -0.1, -3, -5, -2, -2, -2, 4, 3
#24 COCCNC(=O)c1c(CS(=O)(=O)c2ccccc2)noc1C(=O)NCc1ccccc1
 : 9, -9, 0.3, 4, 1, -2, -1, -3, 8, -9
#20 Cc1ccc(S(=O)(=O)CCc2nc3ccccc3[nH]2)cc1
 : 5, 5, 0.2, 7, -6, -7, 10, 6, -3, -4

The main list resumes with the 3 entries that preceded the break.
no.	UHRF1 MBD2 ctr	Tn7 DDE FP	KLK7 zymogen act	MBD2 inh	PLCb3 inh	ADAM17 inh	ARFGAP1 inh	PLCg1 inh	DDE Tn6 FP inh	ASAP1 GAP inh	SMILES
23	2	4	-0.1	-3	-5	-2	-2	-2	4	3	O=C(CCc1ccccc1)Nc1ccc2ccccc2n1
24	9	-9	0.3	4	1	-2	-1	-3	8	-9	COCCNC(=O)c1c(CS(=O)(=O)c2ccccc2)noc1C(=O)NCc1ccccc1
25	-1	2	0.1	3	1	-2	-12	2	2	13	Cc1ccc(NC(=O)CSc2nnc([C@@H]3CCCN3C(=O)OC(C)(C)C)o2)c(C)c1
26	-4	8	-2.2	2	-80	-29	4	-74	10	2	CCOC(=O)N1CCN(C(=O)C2CCN(c3ncnc4c3sc3cccc(F)c34)CC2)CC1
27	2	0	-0.9	-1	-8	0	5	-2	6	0	Cc1ccc(C)c(OCC(=O)OCC(=O)Nc2c(C)nn(-c3ccccc3)c2C)c1
28	-2	2	-1.2	-2	-2	-3	21	0	7	6	COc1cc(F)ccc1-c1cc(C(=O)Nc2ccc(NC(C)=O)cc2)[nH]n1
29	-7	6	0.4	3	-15	-5	23	-7	-10	13	c1ccc(CC(Nc2cccnc2)c2ccccc2)cc1 (stereo not given)
30	4	-2	-1.2	4	-4	-3	6	-2	-4	7	Cc1ccc(NC(=S)/N=C(\N)Nc2nc(C)c3ccccc3n2)cc1C
31	-3	6	0.2	-1	-97	-24	8	-79	1	7	CCOC(=O)c1sc2nc(CC(=O)OC)nc(NCc3ccco3)c2c1C
32	-1	5	-0.5	-2	4	1	5	5	10	-9	O=C(Nc1ccc(NC(=S)NC(=O)c2cccs2)cc1)c1ccco1
33	1	2	-0.4	7	-5	-4	9	2	-13	11	CC1=C(C(=O)N(C(C)C)C(C)C)CC(CC(=O)NCCc2ccccn2)C(=O)N1CCCN1CCCC1=O (stereo not given)
34	-3	1	0.0	-2	7	1	5	0	-2	-4	CCn1c(CC(=O)Nc2ccc(C)c(Cl)c2)nnc1SCCOc1ccc(OC)cc1
35	-2	5	0.5	-4	2	0	-11	0	-3	3	COc1ccc(CCNC(=O)CN(c2cc([N+](=O)[O-])ccc2OC)S(C)(=O)=O)cc1OC
36	-1	2	-0.2	-2	1	0	-27	4	1	3	Cc1ccc([N+](=O)[O-])cc1-c1ccc2cccc(C)c2n1
37	1	3	0.5	2	-5	0	16	6	0	4	CC(=O)NCCc1ccc(S(=O)(=O)N2CCN(c3nc(-c4ccccc4)c(C)s3)CC2)cc1
38	24*	4	-0.5	19*	-4	-4	3	4	-4	1	O=C(COC(=O)CN1C(=O)c2ccccc2C1=O)Nc1ccccc1[N+](=O)[O-]
39	27*	-2	-0.3	4	4	-2	-2	1	1	-4	O=C(Cc1cccs1)N(c1ccc(F)cc1)C1(C(=O)NC2CCCCC2)CCCC1
40	-2	9	0.2	-3	-4	2	-13	0	10	5	O=C(COC(=O)c1ccc(S(=O)(=O)N2CCCC2)cc1)NCCc1ccc(F)cc1

Down the list, from the results shown.
Compounds 26 to 32 in PLCg1 inh: -74, -2, 0, -7, -2, -79, 5
Compounds 26 to 32 in MBD2 inh: 2, -1, -2, 3, 4, -1, -2
